Cneo AK release: causes C. neoformans cell lysis; adenylate kinase release luminescence, 4 h; normalised: neutral wells 0, clomiphene wells 100; lysis activity, % at 15 µM; 0.2% of 360,000 active;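 active = mean lysis activity across replicates of at least 80%, whatever share of replicates individually reach that level; inactive = mean lysis activity below 80%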
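Material – Cryptococcus neoformans yeast cells · Quantity – 5 × 10^6 yeast cells/mL · Buffer or medium – YPD medium · Compound – single dose · Timing – 4 h static compound exposure, 37 °C, read 1 h post-reagent · Signal – adenylate kinase release luminescence · Read-out basis – lysis from increased AK signal · Benchmarks – Clomiphene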
miR122 inh: miR-122 inhibition in Huh7 cells | 0.3% of 340,000 active | activation (reporter increase), % at 12.5 µM | Huh7 miR-122 Renilla luciferase sensor, 48 h; neutral wells = 0, positive control = 100;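 active = mean replicate activation score at least 90 and every replicate individually at or above 90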;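 also: higher luciferase means less miR-122 activity so hits act as miR-122 inhibitors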
PGC1a acetyl inh: lowers PGC1a acetylation signal in U2OS cells; 0.17% of 350,000 active; AlphaScreen anti-acetyl-lysine; with virally co-expressed GCN5 acetyltransferase; inhibition, % at 15.6 µM; AID 651687;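 active = every replicate shows inhibition of at least 40%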;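 also: 0% = neutral control wells and 100% = positive control wells; some results beyond the cut were filed as inactive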
* hit, by the source's call. Not all compounds are listed; rates above refer to the full screens.

For Cc1nn(-c2ccccc2)c(C)c1C(=O)OCC(=O)N1c2ccccc2NC(=O)C1(C)C the results were Cneo AK release 0, miR122 inh -7 and PGC1a acetyl inh -4.
For COc1cc2cc(CN(Cc3nnnn3Cc3ccco3)C3CCCCC3)c(=O)[nH]c2cc1OC the results were Cneo AK release -1, miR122 inh -2 and PGC1a acetyl inh 0.
For O=C1CSC(=Nc2ccc(O)cc2)N1c1ccc(O)cc1 the results were Cneo AK release 1, miR122 inh -4 and PGC1a acetyl inh -7.
Screening O=[N+]([O-])c1cccnc1NCCNc1ncc(C(F)(F)F)cc1Cl returned Cneo AK release 1, miR122 inh -4 and PGC1a acetyl inh -1.
`COCCn1c(=NC(=O)CSC(C)=O)sc2cc(F)ccc21` gave Cneo AK release -2, miR122 inh 0 and PGC1a acetyl inh 9.
For CCOc1cc(NC(=O)c2ccccn2)c(OCC)cc1NC(=O)CC(C)C the results were Cneo AK release 0, miR122 inh -4 and PGC1a acetyl inh 5.
Cn1cccc1/C=N/NC(=O)c1sc2ccccc2c1Cl was read as Cneo AK release 0, miR122 inh -3 and PGC1a acetyl inh 0.
For O=C(NCCN1CCN(C(=O)c2cccs2)CC1)C(=O)Nc1ccc(Br)cc1 the results were Cneo AK release 1, miR122 inh -1 and PGC1a acetyl inh 17.
For O=C(Cn1cnc2c(oc3ccccc32)c1=O)NCCc1ccccc1 the results were Cneo AK release -2, miR122 inh -1 and PGC1a acetyl inh -7.
Screening Cc1nn(-c2ccccc2)c2c1C(c1ccccc1)C(C#N)=C(N)O2 (stereo not drawn) returned Cneo AK release 2, miR122 inh 0 and PGC1a acetyl inh 35.
For CCCc1nnc(NC(=O)CN2C(=O)c3ccccc3C2=O)s1 the results were Cneo AK release -4, miR122 inh -9 and PGC1a acetyl inh 3.
For Cc1cccc(NC(=O)c2nc(-c3ccccc3)n(-c3ccccc3)n2)c1C the results were Cneo AK release 2, miR122 inh 4 and PGC1a acetyl inh 8.
`CCC(C)(C)NC(=O)C(c1ccc(F)cc1)N(Cc1ccco1)C(=O)c1snc(C(N)=O)c1N` (stereo not drawn) gave Cneo AK release 2, miR122 inh 5 and PGC1a acetyl inh -9.
For CC1(C)C(=O)C2(CCCC2)C(=O)OC1c1ccco1 (stereo not drawn) the results were Cneo AK release 1, miR122 inh 0 and PGC1a acetyl inh -2.
For Cc1cc(C)n(-c2nc(-c3ccccc3)cs2)n1 the results were Cneo AK release -3, miR122 inh 2 and PGC1a acetyl inh 5.
`CCOC(=O)COc1cc(Br)c(C2NC(=O)NC(C)=C2C(C)=O)cc1OCC` (stereo not drawn) gave Cneo AK release 3, miR122 inh -3 and PGC1a acetyl inh -5.
Screening CCCn1c(=O)c(C(=O)Nc2ccccc2C(=O)OC)c(O)c2ccccc21 returned Cneo AK release -1, miR122 inh -2 and PGC1a acetyl inh -2.
`Cc1cc(C(F)(F)F)c(C#N)c(SCC(=O)NC(C)(C)C)n1` gave Cneo AK release -1, miR122 inh 3 and PGC1a acetyl inh 4.
CCOC(=O)c1ccccc1NC(=O)C1COc2ccccc2O1 (stereo not drawn) was read as Cneo AK release 0, miR122 inh 6 and PGC1a acetyl inh -4.
Screening O=C(NC1CCC(NC(=O)C(F)(F)C(F)F)CC1)C(F)(F)C(F)F (stereo not drawn) returned Cneo AK release -7, miR122 inh -4 and PGC1a acetyl inh 6.

The closing 2 compounds of the section before come first, to join the parts.
CCOC(=O)c1ccccc1NC(=O)C1COc2ccccc2O1 (stereo not drawn) was read as Cneo AK release 0, miR122 inh 6 and PGC1a acetyl inh -4.
Screening O=C(NC1CCC(NC(=O)C(F)(F)C(F)F)CC1)C(F)(F)C(F)F (stereo not drawn) returned Cneo AK release -7, miR122 inh -4 and PGC1a acetyl inh 6.
Screening O=C(CC(SCCO)c1ccc2c(c1)OCO2)c1ccco1 (stereo not drawn) returned Cneo AK release -1, miR122 inh 0 and PGC1a acetyl inh 6.
For CC(=O)c1cccc(NC(=O)c2ccco2)c1 the results were Cneo AK release -1, miR122 inh -5 and PGC1a acetyl inh -19.
For CC(C)OC(=O)Nc1ccc(Oc2c(F)c(F)c(F)c(F)c2F)cc1 the results were Cneo AK release -1, miR122 inh 1 and PGC1a acetyl inh -3.
For CCOC(=O)c1ccc(N2C(=O)CC(N3CCN(Cc4ccccc4)CC3)C2=O)cc1 (stereo not drawn) the results were Cneo AK release -1, miR122 inh -2 and PGC1a acetyl inh 12.
Screening CCOC(=O)Cn1nnnc1C(CC)N(Cc1ccccc1)Cc1cc2cc(C)ccc2[nH]c1=O (stereo not drawn) returned Cneo AK release 8, miR122 inh -1 and PGC1a acetyl inh -11.
Screening Cc1cc(C(=O)Nc2cccc(C(=O)O)c2)oc1C returned Cneo AK release 0, miR122 inh -4 and PGC1a acetyl inh 7.
`CC(C)CNC(=O)CCc1c[nH]c2ccccc12` gave Cneo AK release 2, miR122 inh 5 and PGC1a acetyl inh -1.
CC(C)NC(=O)CSc1nnc(-c2ccc(S(=O)(=O)N3CCCC3)cc2)n1CC1CCCO1 (stereo not drawn) was read as Cneo AK release 0, miR122 inh -9 and PGC1a acetyl inh 8.
Screening CCn1c(CSCc2ccc(F)cc2)nnc1SCC(=O)NCc1ccccc1 returned Cneo AK release 1, miR122 inh 6 and PGC1a acetyl inh 1.
`COc1ccc(NC(=O)c2sccc2SCc2cccc(C(F)(F)F)c2)cc1` gave Cneo AK release 0, miR122 inh 0 and PGC1a acetyl inh -52.
Screening CC(=O)Nc1ccccc1-c1nc2ccccc2nc1OCC(=O)c1ccc(Br)cc1 returned Cneo AK release -1, miR122 inh 1 and PGC1a acetyl inh -12.
CC(C)C(NS(=O)(=O)c1cccs1)C(=O)N1CCc2ccccc2C1 (stereo not drawn) was read as Cneo AK release -1, miR122 inh -1 and PGC1a acetyl inh -19.
`Cc1ccc(CN2C(=O)CCC2C(=O)NCc2ccc3c(c2)OCO3)cc1` (stereo not drawn) gave Cneo AK release 2, miR122 inh -2 and PGC1a acetyl inh -12.
O=c1[nH]c(CN2CCc3ccccc32)nc2scc(-c3cccs3)c12 was read as Cneo AK release -6, miR122 inh 2 and PGC1a acetyl inh 15.
For CCOC(=O)c1ccccc1NC(=O)c1cc(S(=O)(=O)N2CCOCC2)ccc1F the results were Cneo AK release 5, miR122 inh -4 and PGC1a acetyl inh -6.
Screening N#Cc1c2c(c[nH]c1=O)CCN2Cc1ccccc1 returned Cneo AK release 0, miR122 inh 15 and PGC1a acetyl inh 1.
Screening CCCn1c(=NC(=O)c2ccco2)c(C(=O)OCC)cc2c(=O)n3ccccc3nc21 returned Cneo AK release -4, miR122 inh -6 and PGC1a acetyl inh 5.
O=C1c2ccccc2C(=O)c2c1cccc2N1CCN(Cc2ccccc2)CC1 was read as Cneo AK release 6, miR122 inh -4 and PGC1a acetyl inh 0.
`O=C(c1cc2n(n1)C(C(F)(F)F)CC(c1ccco1)N2)N1CCN(c2ccccn2)CC1` (stereo not drawn) gave Cneo AK release -2, miR122 inh -5 and PGC1a acetyl inh 4.
Screening CC1CCCCC1NC(=O)C1CCN(S(=O)(=O)c2cccc3nsnc23)CC1 (stereo not drawn) returned Cneo AK release 0, miR122 inh -3 and PGC1a acetyl inh 2.

Overlap with the part before: 7 entries, followed by the next part.
O=c1[nH]c(CN2CCc3ccccc32)nc2scc(-c3cccs3)c12 was read as Cneo AK release -6, miR122 inh 2 and PGC1a acetyl inh 15.
For CCOC(=O)c1ccccc1NC(=O)c1cc(S(=O)(=O)N2CCOCC2)ccc1F the results were Cneo AK release 5, miR122 inh -4 and PGC1a acetyl inh -6.
Screening N#Cc1c2c(c[nH]c1=O)CCN2Cc1ccccc1 returned Cneo AK release 0, miR122 inh 15 and PGC1a acetyl inh 1.
Screening CCCn1c(=NC(=O)c2ccco2)c(C(=O)OCC)cc2c(=O)n3ccccc3nc21 returned Cneo AK release -4, miR122 inh -6 and PGC1a acetyl inh 5.
O=C1c2ccccc2C(=O)c2c1cccc2N1CCN(Cc2ccccc2)CC1 was read as Cneo AK release 6, miR122 inh -4 and PGC1a acetyl inh 0.
`O=C(c1cc2n(n1)C(C(F)(F)F)CC(c1ccco1)N2)N1CCN(c2ccccn2)CC1` (stereo not drawn) gave Cneo AK release -2, miR122 inh -5 and PGC1a acetyl inh 4.
Screening CC1CCCCC1NC(=O)C1CCN(S(=O)(=O)c2cccc3nsnc23)CC1 (stereo not drawn) returned Cneo AK release 0, miR122 inh -3 and PGC1a acetyl inh 2.
`Cc1c(NC(=O)CSC2=C(C#N)C(c3ccccc3F)CC(=O)N2)c(=O)n(-c2ccccc2)n1C` (stereo not drawn) gave Cneo AK release 0, miR122 inh -2 and PGC1a acetyl inh -5.
For c1ccc(-c2nnc(-c3ccccc3)c(-c3c[nH]c4ccccc34)n2)cc1 the results were Cneo AK release 2, miR122 inh 10 and PGC1a acetyl inh -23.
`CCC(C)(C)n1nnnc1C(c1cc(OC)c(OC)c(OC)c1)N1CCN(c2ccccc2)CC1` (stereo not drawn) gave Cneo AK release -1, miR122 inh 21 and PGC1a acetyl inh -3.
For COc1cccc(OC)c1C(=O)Nc1ccc2c3c(cccc13)CC2 the results were Cneo AK release 1, miR122 inh -4 and PGC1a acetyl inh -4.
For CS(=O)(=O)N1CCN(c2ccccc2NC(=O)CSc2ccc(Cl)cc2)CC1 the results were Cneo AK release 12, miR122 inh -2 and PGC1a acetyl inh -21.
Cc1cc(NC(=O)CCCSc2nc(-c3ccco3)cc(C(F)(F)F)n2)n(-c2ccccc2)n1 was read as Cneo AK release 1, miR122 inh -2 and PGC1a acetyl inh -3.
For O=C(O)C1CSC(c2ccccc2)N1C(=O)c1ccco1 (stereo not drawn) the results were Cneo AK release 1, miR122 inh 6 and PGC1a acetyl inh -12.
Screening N#Cc1nc(-c2ccco2)oc1N1CCc2ccccc2C1 returned Cneo AK release -2, miR122 inh 9 and PGC1a acetyl inh -1.
COc1ccc(-n2c(SCC(N)=O)nc3sc4c(c3c2=O)CCN(C)C4)cc1 was read as Cneo AK release -1, miR122 inh -5 and PGC1a acetyl inh -4.
For CCCCSC(=S)N(C)C1CCS(=O)(=O)C1 (stereo not drawn) the results were Cneo AK release 1, miR122 inh 2 and PGC1a acetyl inh 3.
Screening O=C(c1ccc(S(=O)(=O)N2CCCC2)cc1)N1CCN(Cc2ccc3c(c2)OCO3)CC1 returned Cneo AK release -3, miR122 inh -8 and PGC1a acetyl inh -6.
NS(=O)(=O)c1ccc(NC(=S)NCc2ccc(Cl)cc2)cc1 was read as Cneo AK release 2, miR122 inh 0 and PGC1a acetyl inh 0.
`O=C(CSc1nnnn1-c1ccccc1)N1CCN(C(=O)c2ccco2)CC1` gave Cneo AK release 14, miR122 inh -7 and PGC1a acetyl inh -2.
For C/C(=N/OCC(=O)Nc1ccccc1)c1cccs1 the results were Cneo AK release -6, miR122 inh -6 and PGC1a acetyl inh 6.
Cn1ccnc1SCC(=O)Nc1ccc2c(c1)COC2=O was read as Cneo AK release -3, miR122 inh 0 and PGC1a acetyl inh 3.
CC(=O)c1cccc(NC(=O)N2C3CCC2CC(O)(c2cccnc2)C3)c1 (stereo not drawn) was read as Cneo AK release 0, miR122 inh 9 and PGC1a acetyl inh -36.
`CC(C)C[C@H](NC(=O)Nc1cccc(C(F)(F)F)c1)C(=O)O` gave Cneo AK release -8, miR122 inh -4 and PGC1a acetyl inh -9.
NC(=O)COC(=O)CCCc1c[nH]c2ccccc12 was read as Cneo AK release -23, miR122 inh 4 and PGC1a acetyl inh -2.
CC(C)c1nc(SCc2c(F)cccc2Cl)c2c(=O)n(C)c(=O)n(C)c2n1 was read as Cneo AK release 1, miR122 inh 4 and PGC1a acetyl inh -3.
O=C(Nc1ccc(N2CCCC2)c(Cl)c1)c1cccnc1 was read as Cneo AK release 0, miR122 inh -4 and PGC1a acetyl inh 5.
`CCCCOc1ccc(-c2nc(-c3cccnc3)no2)cc1` gave Cneo AK release -2, miR122 inh -4 and PGC1a acetyl inh 12.
For Cc1ccc(/C=C2/Sc3ccccc3N(CC(=O)NCC3CCCO3)C2=O)cc1 (stereo not drawn) the results were Cneo AK release -3, miR122 inh -3 and PGC1a acetyl inh -12.
O=C(N/N=C(\c1ccccc1)c1cccnc1)C(O)(c1ccccc1)c1ccccc1 was read as Cneo AK release 0, miR122 inh 7 and PGC1a acetyl inh -14.
CN1CCN(C(=O)N2c3ccccc3C=Cc3ccccc32)CC1 was read as Cneo AK release 0, miR122 inh 0 and PGC1a acetyl inh 6.
For COc1ccc(C)cc1NC(=O)CN1CCN(S(=O)(=O)c2ccc(C(C)C)cc2)CC1 the results were Cneo AK release 0, miR122 inh 0 and PGC1a acetyl inh -11.
Screening COc1cccc(C2C(C#N)=C(N)Oc3c2oc(CO)cc3=O)c1 (stereo not drawn) returned Cneo AK release 0, miR122 inh -2 and PGC1a acetyl inh -3.
`CCOC(=O)CNC(=O)CSc1ncnc2c1cnn2-c1ccc(Cl)cc1` gave Cneo AK release 0, miR122 inh 27 and PGC1a acetyl inh 7.
For O=C(CSC(=S)N1CCOCC1)c1cc2ccccc2oc1=O the results were Cneo AK release 3, miR122 inh 17 and PGC1a acetyl inh 2.
For CCCN(CCC)S(=O)(=O)c1ccc(NC(=O)C2CCCO2)cc1 (stereo not drawn) the results were Cneo AK release -1, miR122 inh 0 and PGC1a acetyl inh 2.

Screens as filed in PubChem.
